MITF inh = human MITF inhibition, primary screen; O75030; AID 1259374; AlphaScreen MITF homodimerization, bead proximity signal; 650,000 compounds, 0.91% hits; inhibition, % at 2.6 µM; in the data active = inhibition above about 50%;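 also: 0% = vehicle wells with protein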
Target sequence (O75030 whole entry, looked up): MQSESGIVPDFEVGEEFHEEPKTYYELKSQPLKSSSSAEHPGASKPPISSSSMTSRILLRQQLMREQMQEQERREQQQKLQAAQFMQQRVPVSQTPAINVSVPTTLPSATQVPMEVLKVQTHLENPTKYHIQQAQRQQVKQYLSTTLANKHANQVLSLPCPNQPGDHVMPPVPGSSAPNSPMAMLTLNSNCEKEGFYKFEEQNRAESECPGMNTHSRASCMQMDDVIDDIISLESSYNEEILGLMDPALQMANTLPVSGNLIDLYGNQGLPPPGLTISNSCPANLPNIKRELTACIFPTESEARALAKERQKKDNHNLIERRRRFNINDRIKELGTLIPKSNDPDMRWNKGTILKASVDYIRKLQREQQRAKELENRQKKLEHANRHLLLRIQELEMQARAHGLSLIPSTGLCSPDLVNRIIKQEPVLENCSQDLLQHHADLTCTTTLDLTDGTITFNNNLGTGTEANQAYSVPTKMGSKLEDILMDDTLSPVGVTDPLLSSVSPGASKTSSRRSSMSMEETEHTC
GPR151 activ = activators of human GPR151; PathHunter beta-arrestin GPR151 cells, luminescence; activation, % at 11.2 µM; 650,000 compounds, 1% hits; AID 1508602; in the data active = activation above about 4.9%;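 also: 0% = median of compound wells and 100% = cells with positive control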
Target sequence (Q8TDV0 whole entry, looked up): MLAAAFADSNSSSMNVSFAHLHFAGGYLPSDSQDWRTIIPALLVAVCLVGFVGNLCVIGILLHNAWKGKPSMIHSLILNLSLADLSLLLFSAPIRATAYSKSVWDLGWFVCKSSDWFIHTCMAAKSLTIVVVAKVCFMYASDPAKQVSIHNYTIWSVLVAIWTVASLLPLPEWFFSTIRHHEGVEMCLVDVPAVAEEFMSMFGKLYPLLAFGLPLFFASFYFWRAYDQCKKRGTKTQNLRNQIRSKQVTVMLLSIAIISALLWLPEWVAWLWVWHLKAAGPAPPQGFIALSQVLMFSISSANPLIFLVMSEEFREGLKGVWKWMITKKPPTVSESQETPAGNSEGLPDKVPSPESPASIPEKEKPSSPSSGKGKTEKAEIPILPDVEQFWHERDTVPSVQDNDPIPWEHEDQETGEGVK
TEAD-YAP block = TEAD-YAP interaction inhibition; HEK-TIYL cells, TEAD-Gal4/YAP UAS-luciferase luminescence; inhibition, % at 9.12 µM; 640,000 compounds, 1.4% hits; AID 1259422; in the data active = inhibition above about 32%;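 also: 0% = median of test compound wells and 100% = reference inhibitor wells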
FBW7 activator = human FBW7 E3 ligase activation, primary screen; AlphaScreen FBW7–phospho-cyclin E peptide binding, activator screen; normalized activity (activation), % at 26.1 µM; 650,000 compounds, 0.13% hits; AID 1259310; in the data active = normalized activity above about 1.9%;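 also: purified mutant Fbw7 with reduced substrate affinity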
* = called active by the depositor; . = no result given; & = joins results of further samples.

Order of values: GPR151 activ	TEAD-YAP block	FBW7 activator	MITF inh
#1 O=C(Cc1noc2ccccc12)N1CCCc2ccccc21
→ -1.4	-4	-0.1	0
#2 Cc1ccc(NC(=O)Cn2c(C)nc3ccccc32)cc1
→ -0.3	28	0.0	8
#3 COc1ccc(OC)c(C(=O)COC(=O)c2ccco2)c1
→ 0.2	5	0.4	7
#4 CCn1nc(-c2cc(Br)cs2)nc2c(=O)n(C)c(=O)nc1-2
→ -5.6	-21	-0.2	9
#5 Cc1ccc(OCCOc2ccc(/C=C3/C(=N)N4N=C(CC(C)C)SC4=NC3=O)cc2)cc1C
→ -1.0	2	0.0	12
#6 O=C(CSc1nc2ccc(NC(=O)C3CCCCC3)cc2s1)NC(c1ccccc1)c1ccccc1
→ 0.5	-6	-0.2	-6
#7 COc1cccc(COC(=O)Nc2cc(F)c(-c3cn[nH]c3)cc2OCCN(C)C)c1
→ -0.3	-5	1.3	80*
#8 CC(=O)C1=C(O)C(=O)N(CCCN2CCOCC2)C1c1ccc(N(C)C)cc1 (centres undefined)
→ 0.4	-10	-0.1	4
#9 O=c1[nH]c2ccc(Cl)cc2c(-c2ccccc2)c1CN1CCOCC1
→ 1.7	6	-0.3	-4
#10 CCOc1ccc(C(=O)NCc2cccnc2)cc1Cl
→ 2.9	-9	0.0	-8
#11 Cc1cc(C)n(-c2ccc(OCC(=O)O)nn2)n1
→ 0.2	2	0.0	3
#12 O=C1NC(=O)C(=Cc2ccc(OC(=O)c3cccc([N+](=O)[O-])c3)cc2)C(=O)N1
→ -0.1	2	-0.5	-19
#13 COC(=O)C1=C(C)NC(=O)CC1c1cc(OC)c(OC)cc1Br (centres undefined)
→ -0.5	4	-0.2	-4
#14 COc1ccc(C2CC(=O)C3=C(C2)NC(C)=C(C(=O)OC(C)C)C3c2ccc(OCc3ccccc3)cc2)cc1 (centres undefined)
→ 0.0	-2	0.1	5
#15 COc1ccc(OCCOC(=O)c2cccs2)cc1
→ -1.2	-2	0.1	2

Looked up above.
compound 13 in MITF inh reads -4
compound 14 in MITF inh reads 5
compound 10 in GPR151 activ reads 2.9
compound 12 in MITF inh reads -19

(further entries)
Order of values: GPR151 activ	TEAD-YAP block	FBW7 activator	MITF inh
#16 COc1ccc2nc(NCc3ccncc3)sc2c1
→ -0.5	-4	-0.2	-3
#17 Cc1ccc(N(CC(=O)Nc2cccc(Cl)c2)S(C)(=O)=O)c(C)c1
→ 2.4	0	-0.1	-1
#18 Oc1oc(-c2ccc(Br)cc2)nc1C=Nc1ccc(I)cc1
→ -0.6	3	0.0	0
#19 O=C(N/N=C/c1ccccn1)NC12CC3CC(CC(C3)C1)C2
→ 0.5	-29	0.0	8
#20 COc1ccc(CNC(=O)c2ccccc2N(C)S(=O)(=O)c2ccc(C)cc2)cc1
→ -0.7	4	0.0	17
#21 COC(=O)c1cc(CNC(=O)c2cnsn2)cc(NC(=O)c2ccccc2OC)c1
→ 0.0	1	-0.1	12
#22 O=c1c2cc3ccccc3cc2[nH]c(=S)n1C1CC1
→ 0.2	-19	-0.9	8
#23 CCOC(=O)c1ccc(NC(=O)/C(=C/c2ccc(OC(C)=O)c(OC)c2)NC(C)=O)cc1
→ -0.3	2	0.1	24
#24 O=C(Nc1cccc(O)c1)c1cc(S(=O)(=O)N2CCCCC2)ccc1Cl
→ -1.0	2	0.2	-13
#25 CN1C(=O)CC(N2CCN(C(=O)c3ccccc3)CC2)C1=O (centres undefined)
→ 1.2	-5	0.1	7
#26 CC(C)CC(=O)NC1(C(F)(F)F)C(=O)Nc2c1c(=O)[nH]c(=O)n2-c1ccccc1 (centres undefined)
→ -1.5	-1	0.1	15
#27 NC(=O)NC(=O)CSc1nnc(Cc2cccc3ccccc23)n1C1CCCCC1
→ 0.1	-4	0.0	38
#28 Cc1ccc2onc(CC(=O)N3CC=C(c4ccccc4)CC3)c2c1
→ -0.5	-1	0.0	-7
#29 COc1cccc(/C=N/N(C)S(=O)(=O)c2ccc(C)cc2)c1
→ 4.5	5	0.3	7
#30 COc1ccc(C/C(C)=N/Nc2ccc(S(=O)(=O)N3CCOCC3)cc2[N+](=O)[O-])cc1
→ -0.4	-3	-0.1	-7

One compound at a time (already shown).
Listed for `O=c1[nH]c2ccc(Cl)cc2c(-c2ccccc2)c1CN1CCOCC1` = GPR151 activ: 1.7; TEAD-YAP block: 6; FBW7 activator: -0.3; MITF inh: -4
Listed for `Cc1ccc(NC(=O)Cn2c(C)nc3ccccc32)cc1` = GPR151 activ: -0.3; TEAD-YAP block: 28; FBW7 activator: 0.0; MITF inh: 8

The results go on.
Order of values: GPR151 activ	TEAD-YAP block	FBW7 activator	MITF inh
#31 COc1ccc(C2C3=C(N=c4s/c(=C/c5cc(C)n(-c6ccc(F)cc6)c5C)c(=O)n42)c2ccccc2CC3)cc1OC (centres undefined)
→ 0.5	5	0.0	11
#32 Cc1cc(C2CCCCC2)ccc1O
→ -0.3	-1	0.3	12
#33 CCC(C)(NC(=O)c1ccccn1)C(=O)NC1CCCCC1 (centres undefined)
→ -1.7	-5	-0.1	26
#34 CCCNC(=O)c1cccc(Nc2ccc3ncccc3c2)n1
→ 0.5	-13	0.1	-10
#35 Cc1ccc(C)c(C(=O)N2CCOCC2)c1
→ 0.9	8	-0.2	6
#36 CSCCC(NC(=O)C1CCC(C)CC1)C(=O)Nc1ccc(NC(C)=O)cc1 (centres undefined)
→ -0.8	4	0.3	-16
#37 CN1c2ccccc2C(C)(C)C12C=Nc1c(ccc3ccccc13)O2 (centres undefined)
→ -0.1	14	-0.1	11
#38 O=C(Cn1cnc2c(cnn2CCO)c1=O)c1ccc(Cl)cc1
→ 0.9	1	-0.2	-2
#39 O=C(Oc1ccccc1)N1CCN(c2ccc([N+](=O)[O-])cc2)CC1
→ -0.6	3	0.3	15
#40 CCNc1nc(NCCN2CCOCC2)c2[nH]cnc2n1
→ -0.5	8	-0.1	15
#41 Cc1cc(C(F)(F)F)c2c(N)c(C(=O)Nc3ccc(I)cc3C)sc2n1
→ -0.5	18	0.1	10
#42 Cc1cccc(C(=O)N2CCN3C(=O)[C@H](C(C)C)NC(=O)[C@H]3C2)c1
→ -0.6	1	-0.1	-7
#43 CN(c1ccc(C(=O)NC2CCCC2)cc1)S(=O)(=O)c1ccc(Cl)cc1
→ 0.8	-3	0.0	13
#44 CCOc1ccc(-c2cccc(NS(=O)(=O)c3cccc(Cl)c3)c2)nn1
→ 0.1	1	0.1	17
#45 CC(=O)c1ccc(NC(=O)c2cc(NC(=O)c3ccc([N+](=O)[O-])cc3)cc(C(=O)Nc3ccc(C(C)=O)cc3)c2)cc1
→ 0.4	5	-0.1	6
#46 Cn1c(=O)c2c(nc(Br)n2CC#N)n(C)c1=O
→ -0.8	-1	0.1	-7
#47 O=C(O)C1C2C=CC(O2)C1C(=O)Nc1ccc(S(=O)(=O)N2CCc3ccccc32)cc1 (centres undefined)
→ -0.9	-3	0.0	0
#48 CC(C)OC(=O)c1cn(-c2ccccc2)nc1-c1ccco1
→ -0.8	14	-0.3	5
#49 COC(=O)NC1CSCC1OC(=O)CN1C(=O)c2ccccc2C1=O (centres undefined)
→ 0.9	-8	0.2	9
#50 CCOc1ccc(C(=O)NC(=S)Nc2cccnc2)cc1Br
→ -1.2	3	0.0	1
#51 N#Cc1ccc(OCC(=O)OCc2ccco2)cc1
→ 0.9	0	0.1	13
#52 COc1ccc(C(=O)N2CCCC2c2nc3ccccc3[nH]2)cc1Cn1cccn1 (centres undefined)
→ -0.6	5	0.2	19
#53 C[C@@H](O)[C@H]1C(=O)N2C(C(=O)O)=C(S[C@@H]3CN[C@H](C(=O)N(C)C)C3)[C@H](C)[C@H]12
→ 0.3&-0.2&0.5	1&0	-0.1&0.0&-0.1	-8&0&-14
#54 O=C(O)c1ccc(CSc2ncn[nH]2)cc1
→ -2.2	-1	0.0	4
#55 COCCN(Cc1ccco1)C(=O)Cn1ncc2c(=O)oc3ccc(C)cc3c21
→ 0.1	2	-0.4	-1
#56 NC(=S)N/N=C/c1ccc(Br)cc1
→ -0.9	11	0.0	3
#57 O=C(NCc1cccs1)C1CC12CCN(Cc1ccc3nsnc3c1)CC2 (centres undefined)
→ 0.0	5	-0.1	-14
#58 O=C1C2ON(c3ccccc3)C(c3ccco3)C2C(=O)N1c1ccccc1 (centres undefined)
→ -0.5	1	0.2	8
#59 Cc1nnc(NC(=O)COc2ccccc2C(C)(C)C)s1
→ -1.6	0	0.2	13
#60 CC(C)(C)C1=NN(CC(=O)NCCN2CCOCC2)C(=O)c2cc3ccccc3n2C1
→ -0.6	-3	0.3	-22

Filtered by structure, the compounds so far with a cyano group
Order of values: GPR151 activ	TEAD-YAP block	FBW7 activator	MITF inh
#46 Cn1c(=O)c2c(nc(Br)n2CC#N)n(C)c1=O
→ -0.8	-1	0.1	-7
#51 N#Cc1ccc(OCC(=O)OCc2ccco2)cc1
→ 0.9	0	0.1	13

(listing goes on)
Order of values: GPR151 activ	TEAD-YAP block	FBW7 activator	MITF inh
#61 COc1ccccc1N1CCN(CCC(=O)Nc2ccccc2Cl)CC1
→ 0.1	-6	-0.2	-8
#62 COc1ccc(C2=C/C(=C\c3ccc([N+](=O)[O-])o3)C(=O)O2)c(OC)c1
→ 0.8	4	-0.2	0
#63 O=C(Nc1cccc(C(F)(F)F)c1)c1cnc(NS(=O)(=O)c2ccccc2)nc1
→ 0.3	5	0.3	-2
#64 CC1(C)C2(C#N)C(N)=NC3(OCCO3)C12C#N (centres undefined)
→ -1.4	1	-0.1	0
#65 Cc1ccc(S(=O)(=O)Nc2ccc3c(c2)n(C)c(=O)n3C)c(C)c1
→ -0.6	3	0.1	-21
#66 O=C(Nc1c2c(nn1-c1cccc(Cl)c1)CSC2)c1ccc(S(=O)(=O)N2CCOCC2)cc1
→ 0.7	-3	0.1	1
#67 CCOc1cc(C2C(C(=O)OC3CCCC3)=C(C)NC3=C2C(=O)CC(c2ccc(OC)cc2)C3)ccc1OC(C)=O (centres undefined)
→ 1.0	-2	0.2	0
#68 COc1cccc(C2NC(C(=O)O)CS2)c1O (centres undefined)
→ -2.7	-7	0.1	-4
#69 COC(=O)c1c(C)oc2ccc(NS(=O)(=O)c3cc([N+](=O)[O-])ccc3C)cc12
→ 0.8	25	0.0	3
#70 CCOC(=O)CC(NS(=O)(=O)c1cc(Cl)ccc1OC)c1ccccc1Cl (centres undefined)
→ 0.2	-10	-0.1	1
#71 CCOC(=O)c1ccc(NC(=O)CCS(=O)(=O)c2ccc(Cl)cc2)cc1
→ -0.6	0	0.0	-5
#72 COC(=O)[C@H](COC(C)(C)C)NC(=O)OC1C(=O)c2ccc(OC)cc2O[C@H]1c1cccc(C(F)(F)F)c1 (some centres undefined)
→ 0.0	.	-0.1	-9
#73 O=C(NCCc1nnc2n1CCN(C(=O)CC1=CCCCC1)CC2)c1cccnc1
→ 1.0	-3	0.1	-3
#74 Cc1ccccc1-n1[nH]c(C)c(C=Nc2cccc([N+](=O)[O-])c2)c1=O
→ -0.2	0	0.3	6
#75 C=CCn1c(SCC(N)=O)nnc1-c1cc(Br)ccc1O
→ 0.9	2	-0.3	-4
#76 COc1ccc(N2CC(C(=O)OCC(=O)Nc3cc(C)cc(C)c3)CC2=O)cc1 (centres undefined)
→ -0.3	-6	-0.1	2
#77 CC1(c2ccc(Cl)cc2Cl)NC(=O)N(CC(=O)Nc2ccc(C(N)=O)cc2)C1=O (centres undefined)
→ -1.2	8	-0.2	-5
#78 O=C(O)c1cccc(NS(=O)(=O)c2cccc(C(=O)Nc3ccccc3)c2)c1
→ 1.2	4	0.0	51*
#79 CCN(CC)CCNC(=O)C(NC(=O)C1CCC(C)CC1)C(C)C (centres undefined)
→ -0.1	6	-0.1	28
#80 O=C(Nc1ccc(I)cc1)c1cc(=O)[nH]c2ccccc12
→ 2.3	-5	0.0	-10
#81 Cc1nc2ccc(Cl)cn2c1C(=O)NN=C1CCCCC1
→ -0.3	11	0.0	0
#82 CCn1c(SCC(=O)Nc2ccccc2)nnc1-c1cccs1
→ 1.7	9	-0.1	-1
#83 O=C(Nc1nccs1)c1cccc([N+](=O)[O-])c1C(=O)O
→ 0.5	-5	-0.1	1
#84 O=[N+]([O-])c1ccc(Cn2nnc(S(=O)(=O)c3ccccc3)n2)cc1
→ 0.1	0	0.1	11

Assay outcomes deposited in PubChem BioAssay by The Scripps Research Institute Molecular Screening Center.

An unsorted share of the library; about 3.4% have a hit in one of these screens.
